miR-122 sensor: inhibitors of miR-122 in Huh7 cells. Huh7 miR-122 Renilla luciferase sensor, 48 h; neutral wells = 0, positive control = 100. activation (reporter increase), % at 12.5 µM. 340,000 compounds, 0.3% hits;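 active means mean replicate activation score at least 90 and every replicate individually at or above 90; inconclusive means only one of the two criteria met; inactive means neither criterion met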;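 further: higher luciferase means less miR-122 activity so hits act as miR-122 inhibitors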
DENV2 CPE rescue: inhibitors of DENV2 cytopathic effect | DENV2-infected cells, cytopathic effect rescue, plate reader | CPE inhibition, % at 9.99 µM | 350,000 compounds, 1.7% hits; in the data active means CPE inhibition above about 20%, passing the limit was not always enough; inconclusive means no clear call, values can overlap the other calls; tested in BHK-21 cells;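 further: 0% = median of neutral control wells and 100% = median of positive control wells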
PAX8 inh HTS: inhibitors of PAX8 transcriptional activity in RMG-I cells | RMG-I TPO-luciferase reporter, SteadyGlo, 24 h | inhibition, % at 12.6 µM | 360,000 compounds, 1.2% hits;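 active means mean replicate inhibition at least 60% with every replicate also reaching 60%; inconclusive means only one of the two criteria is met; inactive means mean below 60% and not all replicates reaching 60%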;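 further: luciferase light reporting Pax8 driven TPO promoter activity; plate controls were median of neutral control wells for no effect and mitoxantrone controls for full effect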
CFTR F508del cor: CFTR F508del correction in bronchial cells | activity (quench increase), % at 7.58 µM | 350,000 compounds, 0.36% hits | CFBE cells, YFP halide quenching; stimulated with forskolin plus potentiator P3; % fluorescence drop versus neutral controls | AID 720511;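 active means mean added fluorescence quench of at least 8% versus neutral control, with both replicates also reaching 8%; inconclusive means only one of the mean or replicate conditions met; inactive means mean below 8% and not both replicates reaching 8%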;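 further: cells transiently co-express mutant CFTR-F508del with the halide-sensitive YFP; corrector assay measuring rescue of mutant channel to the surface after 24 h compound exposure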
INS-1E GSIS act: GLuc luminescence reporter in INS-1E cells, primary screen for activators of glucose-dependent secretion of insulin; activation, % at 16.6 µM; 370,000 compounds, 0.61% hits; INS-1E GLuc reporter insulin secretion, 2-3 h;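 active means lowest replicate activation of at least 40%, so every replicate reaches that level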;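 further: 0% = median of neutral control wells and 100% = median of IBMX positive control wells; some compounds called inactive have numbers as strong as hits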
EWS-Fli inh: blocks EWS/Fli oncoprotein-driven transcription | A673 NR0B1-luciferase reporter, viability-normalised | inhibition, % at 12.6 µM | 350,000 compounds, 0.67% hits | AID 651661;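 active means mean inhibition of at least 50% after viability correction, with every replicate also passing that limit; inconclusive means mean reaches 50% but only one of two replicates passes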;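 further: firefly luciferase signal divided by Alamar Blue viability fluorescence both relative to DMSO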
FN deposit inh: fibronectin deposition inhibition; 350,000 compounds, 0.086% hits; inhibition, % at 12.6 µM; AH1F fibroblasts, Alexa488-fibronectin deposition fluorescence, overnight;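 active means mean inhibition across replicates of 30% or more, regardless of how many single replicates reach that level; inconclusive means mean under 30% yet at least half of replicates reach 30%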;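 further: positive control wells lacked labelled fibronectin entirely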
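Assay system: AH1F fibroblasts / Quantity: 10000 cells per well / Medium: DMEM plus 2% serum, read in PBS / Reagent: labelled fibronectin 24 nM / Dosing: single dose, pinned / Times: 1 h cell attachment, overnight exposure to compound and label / Signal: fluorescence, ex 485 nm, em 525 nm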
Starred values were filed as active, the others as inactive; ? = inconclusive; / = not tested or not shown; & = joins results of further samples; [ ] = dose if it differs, or a comment. No enrichment for hits; about 3.9% have a hit in one of these screens.

The line under a structure holds: FN deposit inh	EWS-Fli inh	miR-122 sensor	INS-1E GSIS act	CFTR F508del cor	DENV2 CPE rescue	PAX8 inh HTS
> CC(C)c1ccc(N(CC(=O)O)S(=O)(=O)c2cccnc2)cc1
    2	-1	-5	10	-6.8	-1	-22
> C[C@H]1CCCCO[C@@H](CN(C)C(=O)Nc2ccc(C(F)(F)F)cc2)[C@@H](C)CN([C@@H](C)CO)C(=O)c2cc(NC(=O)c3ccccc3)ccc2O1
    /	0	48[16.7 µM]	7	4.8	1	20
> CCCNC(=O)C[C@@H]1CC[C@H]2[C@H](COc3ccc(NC(=O)Nc4ccccc4)cc3C(=O)N2C)O1
    -4	4	50[16.7 µM]	0	-1.9	-7	17
> COc1ccc([C@H]2CC(=O)C=C(c3c(OC)cccc3OC)C2)cc1
    25	63*	/	/	11*	0	11
> CCCC(=O)NC(Nc1ccc(S(=O)(=O)Nc2ncccn2)cc1)(C(=O)OCC)C(F)(F)F (centres undefined)
    -6	/	2	/	/	/	-10
> O=C1CCCN1CCCNCC(=O)N1c2ccccc2Sc2ccccc21
    5	/	0	/	/	/	4
> CC(C)NC(=O)Nc1ccc2c(c1)C(=O)N(C)[C@@H]1CC[C@H](CC(=O)NCC3CCCCC3)O[C@H]1CO2
    -15	-3	-2[16.7 µM]	-7	-0.2	-6	9
> CSc1ccccc1OCc1cc(C(=O)NCc2ccc(C)s2)no1
    /	/	-2	1	2.5	-5	-58
> O=C(CSc1nc(-c2ccccc2)cc(C(F)(F)F)n1)c1cccc([N+](=O)[O-])c1
    3	-7	/	/	/	6	27
> CN(C(=O)COC(=O)c1cc(S(=O)(=O)N(C)C)ccc1Cl)C1CCS(=O)(=O)C1 (centres undefined)
    7	-4	/	3	0.5	?	2
> O=C(NCN1CCN(c2ccccc2F)CC1)c1ccccc1
    -6	/	-8	/	/	/	14
> Cc1[nH]n(-c2ccccc2)c(=S)c1C=Nc1ccc([N+](=O)[O-])cc1
    -4	9	-6	46	0.4	3	-11
> COC(=O)C1=C(C)N(C)C(=NCc2ccccc2)NC1c1ccccc1 (centres undefined)
    9	-13	/	0	0.9	-8	-7
> CCOC(=O)c1c(NC(=O)CSc2nnc(N)s2)sc(C)c1-c1ccc(C)cc1
    -3	12	/	-10	0.4	/	8
> CCCC(=O)Nc1ccc2c(c1)C(=O)N(C)[C@@H]1CC[C@H](CC(=O)Nc3cn(C)nc3C)O[C@H]1CO2
    2	2	5[16.7 µM]	-1	-0.6	12	9

Next section, overlapping the part above by four compounds.
The line under a structure holds: FN deposit inh	EWS-Fli inh	miR-122 sensor	INS-1E GSIS act	CFTR F508del cor	DENV2 CPE rescue	PAX8 inh HTS
> Cc1[nH]n(-c2ccccc2)c(=S)c1C=Nc1ccc([N+](=O)[O-])cc1
    -4	9	-6	46	0.4	3	-11
> COC(=O)C1=C(C)N(C)C(=NCc2ccccc2)NC1c1ccccc1 (centres undefined)
    9	-13	/	0	0.9	-8	-7
> CCOC(=O)c1c(NC(=O)CSc2nnc(N)s2)sc(C)c1-c1ccc(C)cc1
    -3	12	/	-10	0.4	/	8
> CCCC(=O)Nc1ccc2c(c1)C(=O)N(C)[C@@H]1CC[C@H](CC(=O)Nc3cn(C)nc3C)O[C@H]1CO2
    2	2	5[16.7 µM]	-1	-0.6	12	9
> Cc1ccc2cc(C)c(N3CCC(C)CC3)nc2c1
    -4	0	/	11	-0.8	1	-18
> Cc1cc(NS(=O)(=O)c2ccc(NC(=O)c3ccc(Cl)cc3[N+](=O)[O-])cc2)no1
    6	5	-4	8	-0.7	0	-2
> O=c1c2ccccc2nnn1CSc1nnc(-c2ccco2)o1
    12	/	-5	/	/	/	4
> CO[C@H]1CN(C)C(=O)c2ccc(NC(=O)c3ccc(F)cc3)cc2OC[C@H](C)N(C(=O)CN(C)C)C[C@H]1C
    -7	-7	5[16.7 µM]	1	0.4	/	/
> CC(C)C(=O)Nc1ccccc1C(=O)N/N=C/c1ccc([N+](=O)[O-])cc1
    7	/	-4	/	/	/	-20
> CN(C)C(=O)C[C@H]1CC[C@H](NC(=O)NC2CCCCC2)[C@H](CO)O1
    6	5	-8[16.7 µM]	-1	-2.6	-6	-1
> CCC(CC)C(=O)Nc1ccc(-c2cn3cccnc3n2)cc1
    -7	-41	-9	-1	-3.2	4	-38
> C[C@@H]1CN([C@@H](C)CO)C(=O)c2cc(NC(=O)c3ccccc3)ccc2O[C@@H](C)CCCCO[C@H]1CN(C)S(=O)(=O)c1ccc(F)cc1
    5	-5	11[16.7 µM]	-17	-5.2	/	11
> CCOC(=O)c1ccc(NC(=O)c2cc(S(=O)(=O)N3CCOCC3)cn2C)cc1
    -3	2	/	-17	-1.6	16	4
> O=C(Nc1ccc(C(=O)N2CCCCC2)cc1)C1CCCCC1
    1	/	-1	/	/	/	-18
> COc1ccc(S(=O)(=O)Nc2ccc3c(c2)C(=O)N([C@@H](C)CO)C[C@@H](C)[C@@H](CN(C)CC2CCCCC2)OCCCC[C@@H](C)O3)cc1
    /	19	-6[16.7 µM]	7	1.9	-3	46
> Cc1noc(C)c1S(=O)(=O)Nc1ccc2c(c1)C(=O)N([C@@H](C)CO)C[C@H](C)[C@H](CN(C)C(=O)Nc1cccc3ccccc13)O2
    /	-2	-9[16.7 µM]	-7	-2.4	-1	/
> COc1ccc(C2NC(=S)NC(C)=C2C(=O)Nc2ccccn2)cc1 (centres undefined)
    -3	-24	/	-1	1.1	/	-8
> COc1ccc(C#Cc2ccc3c(c2)[C@@H]2[C@@H](CCN2C(=O)C2CCC2)[C@@H](CO)N3)cc1
    6	-6	/	-27	1.4	12	/
> CCOc1cc2[nH]c(=O)n(Cc3ccc(C(=O)NCCCN4CCCC4=O)cc3)c(=O)c2cc1OCC
    -6	0	1	-1	-2.1	-6	-7

Nothing new here: an excerpt of the list.
The line under a structure holds: FN deposit inh	EWS-Fli inh	miR-122 sensor	INS-1E GSIS act	CFTR F508del cor	DENV2 CPE rescue	PAX8 inh HTS
> COc1ccc(S(=O)(=O)Nc2ccc3c(c2)C(=O)N([C@@H](C)CO)C[C@@H](C)[C@@H](CN(C)CC2CCCCC2)OCCCC[C@@H](C)O3)cc1
    /	19	-6[16.7 µM]	7	1.9	-3	46
> Cc1noc(C)c1S(=O)(=O)Nc1ccc2c(c1)C(=O)N([C@@H](C)CO)C[C@H](C)[C@H](CN(C)C(=O)Nc1cccc3ccccc13)O2
    /	-2	-9[16.7 µM]	-7	-2.4	-1	/
> COc1ccc(C2NC(=S)NC(C)=C2C(=O)Nc2ccccn2)cc1 (centres undefined)
    -3	-24	/	-1	1.1	/	-8
> COc1ccc(C#Cc2ccc3c(c2)[C@@H]2[C@@H](CCN2C(=O)C2CCC2)[C@@H](CO)N3)cc1
    6	-6	/	-27	1.4	12	/
> CCOc1cc2[nH]c(=O)n(Cc3ccc(C(=O)NCCCN4CCCC4=O)cc3)c(=O)c2cc1OCC
    -6	0	1	-1	-2.1	-6	-7

Next records follow:
The line under a structure holds: FN deposit inh	EWS-Fli inh	miR-122 sensor	INS-1E GSIS act	CFTR F508del cor	DENV2 CPE rescue	PAX8 inh HTS
> C[C@H](CO)N1C[C@H](C)[C@H](CN(C)S(=O)(=O)c2ccc(F)cc2)Oc2ncc(C#Cc3cccc(F)c3)cc2C1=O
    4	31&5	-12&-1[16.7 µM]	-14	-0.8&0.5	2	/
> COc1ccc(S(=O)(=O)N(C)C[C@@H]2Oc3c(NC(=O)CCCCCC(=O)Nc4ccccc4N)cccc3C(=O)N([C@H](C)CO)C[C@H]2C)cc1
    /	8	/	-13	-3.8	32*	-13
> COc1ccc(-c2nnc(SCC(=O)NC3CCCc4ccccc43)n2N)cc1 (centres undefined)
    -5	11	0	-8	/	4	-2
> O=C(NCc1ccccc1)Nc1cccn(Cc2ccccc2F)c1=O
    3	/	-6	-5	/	/	-32
> O=C(C[C@H]1CC[C@@H]2[C@H](COC[C@H](O)CN2Cc2cc(F)cc(F)c2)O1)NC1CCC1
    -14	-19	4[16.7 µM]	13	-0.7	15	0
> CC(O)(c1ccccc1)c1nc(-c2cccc(C#N)c2)cs1 (centres undefined)
    4	-1	5	/	-1.2	7	-15
> CC(=O)c1ccc(N=Nc2ccc(C)cc2)cc1
    /	52*	-2	-12	/	-8	-81
> CCOC(=O)c1ccc(NC(=S)NCCCn2ccnc2)cc1
    -4	1	28	16	-2.8	0	-13
> CCCC#Cc1ccc([C@H]2[C@@H](C#N)N(S(=O)(=O)c3cccc(F)c3)[C@@H]2CO)cc1
    -10	-6	/	-19	-2.8	3	21
> CC(CNC(=O)CCCn1ncn2c(cc3occc32)c1=O)c1ccccc1 (centres undefined)
    -35	/	/	-4	1.0	-1	8
> CO[C@H](CN(C)Cc1cc(F)ccc1F)[C@@H](C)CN([C@H](C)CO)S(=O)(=O)c1ccc(F)cc1
    -3	-11	/	-4	0.4	-6	-10
> CC1(Cc2ccc(F)cc2)C(=O)Nc2c(Cl)ccc(Cl)c21 (centres undefined)
    -4	-3	1	-25	8.8*	-4	/
> CC1CCCC(NC(=O)CNCc2ccccc2F)C1C (centres undefined)
    5	2	0	10	-2.0	-4	8
> CC(=O)NC(c1ccc(F)c(F)c1)c1nc(-c2cc3ccccc3o2)cs1 (centres undefined)
    /	-12	-4	11	1.0	6	3
> O=C(O)c1ccccc1Sc1ncnc2sccc12
    7	9	-2	23	1.2	?	-1
> Cc1ccc(S(=O)(=O)NCC[C@@H]2CC[C@@H](NC(=O)c3cnccn3)[C@H](CO)O2)cc1
    /	0	101*[16.7 µM]	1	1.9	2	17
> Cc1ccc(OCCC(=O)OCC(=O)Nc2ccc(F)cc2)cc1
    5	-3	-4	0	1.5	-4	-10
> COc1ccc(C2Nc3ccccc3NC3=C2C(=O)CC(C)(C)C3)cc1OC (centres undefined)
    -4	5	3	-6	-1.5	-1	12
> COc1cccc(N2CCN(CC(=O)Nc3ccc(S(=O)(=O)N4CCCCCC4)cc3)CC2)c1
    3	6	1	-12	-1.6	7	15
> O=C(Nc1ccc(Cl)cc1C(F)(F)F)C(Sc1cccc[n+]1[O-])c1ccccc1 (centres undefined)
    2	7	2	10	0.4	-11	-11
> COc1ccc(C(=O)N/N=C/C2CC=CCC2)cc1OC (centres undefined)
    0	-8	0	7	0.1	/	-7
> CCS(=O)(=O)NCc1ccc2c(c1)cc(C)n2C
    5	-5	/	-19	-1.2	1	12
> O=C(c1ccc(N2CCCS2(=O)=O)cc1)N1CCN(c2ccccc2)CC1
    -1	-22	-1	3	2.6	-4	-5
> O=C(C[C@@H]1CC[C@H](NC(=O)Nc2ccc(F)cc2)[C@@H](CO)O1)NCc1cccc(F)c1
    5	1&3	/	4	-0.1&-5.2	1&11	-1
> COC(=O)COc1cccc2c(=O)n(CC(=O)Nc3ccc4c(c3)OCCO4)ccc12
    -2	40	3	37	-1.6	12	12
> COc1ccc(Cl)cc1C(=O)Nc1cc(=O)n(C)c(=O)n1C
    3	2	-6	3	-2.6	1	-1
> CCCn1c(=O)c(C(=O)Nc2ccccc2C)c(O)c2ccccc21
    -1	-32	-1	17	-3.8	-4	14
> O=C(C1CCC(CNS(=O)(=O)c2ccccc2)CC1)N1CCCCC1 (centres undefined)
    -1	6	/	-5	-0.7	8	20
> COC(=O)c1cc(NC(=O)c2c(-c3ccccc3)noc2C)ccc1N1CCOCC1
    5	-1	7	2	2.5	-11	-9
> COc1ccccc1N1CCN(CC(=O)c2ccc(F)cc2)CC1
    -12	-6	56	0	0.5	10	9
> CCc1cc(CNC(=O)CCc2nnc(CCCc3ccccc3)o2)on1
    -3	-101	2	11	-0.8	-3	-214
> COCOc1cccc(CN2CCC2(C)C(=O)Nc2ccc(C)c(O)c2)c1 (centres undefined)
    3	-24	-10	/	8.8*	-1	6
> COc1ccc2c3c(n(C)c2c1)[C@H](CO)N(Cc1ccncc1)CC31CN(C(=O)C2CC2)C1
    /	-3	/	13	3.9	1	-5
